Screening data: PubChem, several laboratories
Bcl-xL primary: blocks human Bcl-xL binding to Bim BH3 peptide; GST-Bcl-xL / FITC-Bim BH3 peptide fluorescence polarization; inhibition, % at 10.9 µM; 320,000 tested, 0.7% active; AID 2129;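 active means inhibition above the mean of all tested compounds plus 3 SD, cutoff set per campaign, cut at about 30% in these data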;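 further: 0% = DMSO wells and 100% = unlabeled Bim-BH3 peptide competitor; inhibitors lower millipolarization by displacing the labeled peptide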
PAD4 FP inh: inhibitors of human PAD4; recombinant PAD4, RCA probe fluorescence polarization; 330,000 tested, 0.41% active; Q9UM07; inhibition, % at 6.36 µM; AID 485272;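 active means percent inhibition above a cutoff equal to the mean of all tested compounds plus 3 SD, cut at about 15% in these data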;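 further: 0% = PAD4 with RCA probe and DMSO and 100% = probe without PAD4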
Target sequence (Q9UM07 whole entry, looked up): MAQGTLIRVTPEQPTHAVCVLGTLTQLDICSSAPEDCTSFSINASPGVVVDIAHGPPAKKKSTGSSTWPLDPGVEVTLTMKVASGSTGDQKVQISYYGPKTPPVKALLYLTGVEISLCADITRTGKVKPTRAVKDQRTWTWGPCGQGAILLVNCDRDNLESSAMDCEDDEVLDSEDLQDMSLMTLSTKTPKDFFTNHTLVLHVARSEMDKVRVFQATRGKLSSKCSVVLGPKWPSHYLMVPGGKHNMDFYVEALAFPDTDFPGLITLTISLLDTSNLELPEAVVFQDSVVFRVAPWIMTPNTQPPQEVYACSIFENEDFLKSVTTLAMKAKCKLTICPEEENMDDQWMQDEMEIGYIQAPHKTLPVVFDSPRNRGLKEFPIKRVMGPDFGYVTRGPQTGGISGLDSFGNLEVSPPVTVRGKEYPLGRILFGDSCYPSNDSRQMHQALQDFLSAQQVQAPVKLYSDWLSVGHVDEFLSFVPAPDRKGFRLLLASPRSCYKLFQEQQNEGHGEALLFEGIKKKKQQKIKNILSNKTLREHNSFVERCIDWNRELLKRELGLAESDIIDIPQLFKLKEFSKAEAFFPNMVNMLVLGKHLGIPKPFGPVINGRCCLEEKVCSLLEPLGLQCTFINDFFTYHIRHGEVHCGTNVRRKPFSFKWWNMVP
GSTO1 counter: counter-screen for RBBP9 inhibitors: inhibitors of human GSTO1. inhibition, % at 5.96 µM. recombinant GSTO1, activity-based probe fluorescence polarization. 300,000 tested, 1.1% active. AID 1974. P78417;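 active means inhibition above the campaign mean inhibition plus 3 SD, cut at about 35% in these data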;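 further: 0% = GSTO1-1 with DMSO and 100% = wells lacking GSTO1-1 enzyme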
Target sequence (P78417 whole entry, looked up): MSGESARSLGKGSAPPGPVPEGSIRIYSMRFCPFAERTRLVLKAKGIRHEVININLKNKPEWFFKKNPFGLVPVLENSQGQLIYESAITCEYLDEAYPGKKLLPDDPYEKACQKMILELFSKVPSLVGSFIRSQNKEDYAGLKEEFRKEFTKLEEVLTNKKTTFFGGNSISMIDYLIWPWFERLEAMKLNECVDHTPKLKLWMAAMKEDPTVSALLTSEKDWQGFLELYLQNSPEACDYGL
TPT1 inhibitor: blocks Candida albicans tRNA 2'-phosphotransferase; inhibition, % at 5 µM; recombinant caTPT1, FP RNA substrate dephosphorylation; 300,000 tested, 0.81% active;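 active means inhibition above the mean of all tested compounds plus 3 SD, set per screening campaign, cut at about 24% in these data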;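 further: plate controls were DMSO alone for no effect and ferristatin control at 100 nM for full effect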
GLD-1 TGE inh: GLD-1-TGE RNA interaction inhibition (C. elegans). Q17339. purified GLD-1 + fluorescein TGE RNA, fluorescence polarization. inhibition, % at 5.96 µM. 320,000 tested, 0.44% active;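 active means percent inhibition above a per-plate cutoff, the plate mean of test compounds plus 3 SD, cut at about 30% in these data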;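 further: 0% = DMSO wells with GLD-1 and probe and 100% = wells lacking GLD-1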
Fam108B inh: counter-screen for RBBP9 inhibitors: inhibitors of mouse Fam108B | AID 1947 | inhibition, % at 9.51 µM | 300,000 tested, 0.33% active | recombinant Fam108B, FP-Rh probe fluorescence polarization;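 active means inhibition above the screen mean inhibition plus 3 SD, computed separately per campaign, cut at about 18% in these data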;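 further: inhibitors lower polarization as less probe binds the enzyme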
MCL1 BIM primary: disrupts human MCL1 binding to BIM-BH3 peptide. Q07820. 320,000 tested, 0.68% active. GST-MCL1 / FITC-Bim-BH3 fluorescence polarization. inhibition, % at 10.9 µM. AID 2057;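 active means inhibition above the mean inhibition of all tested compounds plus 3 SD, set per campaign, cut at about 40% in these data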;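 further: 0% = DMSO wells and 100% = unlabeled Bim-BH3 peptide control; higher means more loss of mP so more displacement of Bim peptide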
MEX-5 binding: C. elegans MEX-5 TCR-2 RNA binding activity | 300,000 tested, 0.38% active | MEX-5/FITC-TCR2 RNA binding, fluorescence polarization; hits give low values | AID 1832 | activity score (negative = inhibition of binding), % at 10 µM | Q9XUB2;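 active means inhibition past about -25% in most replicates, and total fluorescence under double the plate's negative control median, limit read from the data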;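 further: 0% = DMSO and -100% = 5 µM competing unlabeled TCR2 RNA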
PME-1 inh: blocks human protein phosphatase methylesterase 1; Q9Y570; recombinant PME-1, FP-Rh probe fluorescence polarization; inhibition, % at 5.9 µM; 320,000 tested, 0.53% active; AID 2130;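 active means inhibition above the campaign mean of all compounds plus 3 SD, cut at about 26% in these data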;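 further: competitive labeling of PME-1 active site by serine hydrolase directed probe; 0% = PME-1 with DMSO and 100% = wells lacking PME-1 enzyme; inhibitors block probe labeling so polarization falls and inhibition rises; many of its hits are not listed in these tables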
Starred values were filed as active, the others as inactive.

What do the screens show for `Cc1cc2cc(CNC(=O)Nc3ccc(Cl)c(Cl)c3)ccc2n1C`?
Bcl-xL primary: 7; PAD4 FP inh: -2; GSTO1 counter: -5; TPT1 inhibitor: -12; GLD-1 TGE inh: 15; Fam108B inh: -8; MCL1 BIM primary: 15; MEX-5 binding: 1.0; PME-1 inh: -9

What do the screens show for `COc1cc(OC)cc(C(=O)NNC(=O)c2cc3c(s2)CCCC3)c1`?
Bcl-xL primary: 0; PAD4 FP inh: 1; GSTO1 counter: -3; TPT1 inhibitor: 0; GLD-1 TGE inh: -6; Fam108B inh: -1; MCL1 BIM primary: 10; MEX-5 binding: 1.2; PME-1 inh: -5

Results for Cc1ccc(CNC(=O)CCc2nnc3ccc(N4CCC5(CC4)OCCO5)nn23)cc1 ?
Bcl-xL primary: -5; PAD4 FP inh: -2; GSTO1 counter: -5; TPT1 inhibitor: -1; GLD-1 TGE inh: -5; Fam108B inh: -4; MCL1 BIM primary: -3; MEX-5 binding: -3.5; PME-1 inh: -4

What do the screens show for `OCc1c(Cl)nc2ccccn12`?
Bcl-xL primary: -4; PAD4 FP inh: -6; GSTO1 counter: 6; TPT1 inhibitor: 1; GLD-1 TGE inh: 7; Fam108B inh: 2; MCL1 BIM primary: -6; MEX-5 binding: 0.5; PME-1 inh: -6

What do the screens show for `COc1ccc(NC(=O)C(=O)NNC(=O)c2cccs2)c(OC)c1`?
Bcl-xL primary: -4; PAD4 FP inh: -5; GSTO1 counter: 3; TPT1 inhibitor: 0; GLD-1 TGE inh: 9; Fam108B inh: 1; MCL1 BIM primary: -1; MEX-5 binding: -5.9; PME-1 inh: -5

Results for COc1ccc(CC(=O)Oc2ccc(C#N)cc2)cc1 ?
Bcl-xL primary: 0; PAD4 FP inh: 0; GSTO1 counter: 1; TPT1 inhibitor: 2; GLD-1 TGE inh: -3; Fam108B inh: -2; MCL1 BIM primary: -3; MEX-5 binding: -0.9; PME-1 inh: 0

Results for COc1ccc(C2CC(c3ccccc3)=NN2C(=O)COC(=O)c2ccc(S(C)(=O)=O)cc2)cc1 (configuration not stated) ?
Bcl-xL primary: 4; PAD4 FP inh: 2; GSTO1 counter: -2; TPT1 inhibitor: -4; GLD-1 TGE inh: 4; Fam108B inh: -4; MCL1 BIM primary: -7; MEX-5 binding: -1.9; PME-1 inh: -5

What do the screens show for `Cc1nn(Cc2ccc([N+](=O)[O-])cc2)c(=O)n1N(C)c1ncc(C(F)(F)F)cc1Cl`?
Bcl-xL primary: 0; PAD4 FP inh: -2; GSTO1 counter: -12; TPT1 inhibitor: 0; GLD-1 TGE inh: -1; Fam108B inh: 5; MCL1 BIM primary: -1; MEX-5 binding: -1.8; PME-1 inh: 5

How did COC(=O)c1c(C)nc2ccccc2c1-c1ccccc1 do in these assays?
Bcl-xL primary: -1; PAD4 FP inh: 1; GSTO1 counter: 1; TPT1 inhibitor: 0; GLD-1 TGE inh: 1; Fam108B inh: 7; MCL1 BIM primary: -4; MEX-5 binding: -2.2; PME-1 inh: 4

Results for Cc1ccsc1C1NC(=O)c2c(sc3c2CCCC3)N1 (configuration not stated) ?
Bcl-xL primary: 23; PAD4 FP inh: 0; GSTO1 counter: 4; TPT1 inhibitor: 4; GLD-1 TGE inh: 2; Fam108B inh: 8; MCL1 BIM primary: 27; MEX-5 binding: -2.8; PME-1 inh: 5

How did CCN(CC)CC#CC(OC)(c1ccccc1)c1ccccc1 do in these assays?
Bcl-xL primary: 3; PAD4 FP inh: -4; GSTO1 counter: 4; TPT1 inhibitor: 2; GLD-1 TGE inh: 1; Fam108B inh: 2; MCL1 BIM primary: -1; MEX-5 binding: -1.8; PME-1 inh: 2

Results for CCN(CC)C(=S)Sc1c(-c2ccccc2)c2cc(Cl)ccc2[nH]c1=O ?
Bcl-xL primary: 11; PAD4 FP inh: 2; GSTO1 counter: -2; TPT1 inhibitor: 0; GLD-1 TGE inh: 9; Fam108B inh: 9; MCL1 BIM primary: 7; MEX-5 binding: 0.4; PME-1 inh: 35*

How did O=C(COC(=O)c1cccs1)Nc1nc(-c2ccccc2)cs1 do in these assays?
Bcl-xL primary: -2; PAD4 FP inh: -1; GSTO1 counter: 9; TPT1 inhibitor: -2; GLD-1 TGE inh: 3; Fam108B inh: -3; MCL1 BIM primary: -16; MEX-5 binding: 1.8; PME-1 inh: -3

What do the screens show for `Cn1c(C(=O)O)ccc1S(=O)(=O)N1CCCCCC1`?
Bcl-xL primary: -8; PAD4 FP inh: 0; GSTO1 counter: 0; TPT1 inhibitor: 1; GLD-1 TGE inh: 0; Fam108B inh: 0; MCL1 BIM primary: -11; MEX-5 binding: -1.0; PME-1 inh: -5

How did CC(=O)c1cccc(NC(=O)CSc2nc(C3CC3)nc3ccccc23)c1 do in these assays?
Bcl-xL primary: -1; PAD4 FP inh: 10; GSTO1 counter: -5; TPT1 inhibitor: -3; GLD-1 TGE inh: 6; Fam108B inh: -1; MCL1 BIM primary: -3; MEX-5 binding: -0.8; PME-1 inh: 6

Results for CC1Cc2cc(S(=O)(=O)N3CCCCC3C)ccc2N1C(=O)C1CCC1 (configuration not stated) ?
Bcl-xL primary: 1; PAD4 FP inh: -4; GSTO1 counter: 7; TPT1 inhibitor: 0; GLD-1 TGE inh: 0; Fam108B inh: -1; MCL1 BIM primary: -3; MEX-5 binding: -1.0; PME-1 inh: 2

What do the screens show for `S=C(Nc1ccccc1)N1CCN(c2ccccn2)CC1`?
Bcl-xL primary: 1; PAD4 FP inh: -2; GSTO1 counter: 1; TPT1 inhibitor: -2; GLD-1 TGE inh: 5; Fam108B inh: -1; MCL1 BIM primary: 17; MEX-5 binding: 0.6; PME-1 inh: 2

How did Cc1ccc(-c2c(C)sc3nc[nH]c(=O)c23)cc1C do in these assays?
Bcl-xL primary: 0; PAD4 FP inh: 4; GSTO1 counter: 3; TPT1 inhibitor: -3; GLD-1 TGE inh: 4; Fam108B inh: -2; MCL1 BIM primary: 7; MEX-5 binding: 2.0; PME-1 inh: -3

Results for COc1ccc(-c2csc(-c3ccccc3)n2)c(OC)c1 ?
Bcl-xL primary: 7; PAD4 FP inh: 3; GSTO1 counter: 3; TPT1 inhibitor: -2; GLD-1 TGE inh: 2; Fam108B inh: -2; MCL1 BIM primary: 3; MEX-5 binding: 1.7; PME-1 inh: -8

What do the screens show for `Cc1ccc(S(=O)(=O)Nc2ccc(-c3cn4ccc(C)cc4n3)cc2)cc1`?
Bcl-xL primary: 0; PAD4 FP inh: -1; GSTO1 counter: -9; TPT1 inhibitor: 2; GLD-1 TGE inh: 3; Fam108B inh: 1; MCL1 BIM primary: 1; MEX-5 binding: 2.4; PME-1 inh: 9

Results for COCCn1c(SCc2nc3ccccc3c(=O)[nH]2)nc2ccccc2c1=O ?
Bcl-xL primary: 5; PAD4 FP inh: 0; GSTO1 counter: 7; TPT1 inhibitor: -1; GLD-1 TGE inh: -11; Fam108B inh: 1; MCL1 BIM primary: 2; MEX-5 binding: -1.5; PME-1 inh: 0

Results for COc1cccc(NC(=O)c2cc(C(=O)Nc3cccc(OC)c3)n(C)n2)c1 ?
Bcl-xL primary: 4; PAD4 FP inh: 10; GSTO1 counter: -6; TPT1 inhibitor: -1; GLD-1 TGE inh: 0; Fam108B inh: -26; MCL1 BIM primary: -3; MEX-5 binding: -0.6; PME-1 inh: -36

How did CC1CCCN(S(=O)(=O)c2ccc(NC(=O)CNC3CCCC3)cc2)C1 (configuration not stated) do in these assays?
Bcl-xL primary: 4; PAD4 FP inh: 5; GSTO1 counter: 3; TPT1 inhibitor: 1; GLD-1 TGE inh: 8; Fam108B inh: -1; MCL1 BIM primary: 2; MEX-5 binding: 1.6; PME-1 inh: 0

What do the screens show for `Cc1nnsc1C(=O)N/N=C/c1ccc(OC(F)(F)F)cc1`?
Bcl-xL primary: 1; PAD4 FP inh: 2; GSTO1 counter: 11; TPT1 inhibitor: -2; GLD-1 TGE inh: -4; Fam108B inh: 0; MCL1 BIM primary: 6; MEX-5 binding: 2.8; PME-1 inh: 2

What do the screens show for `CCCP(=O)(CC(=O)N(CC)CC)c1ccccc1` (configuration not stated)?
Bcl-xL primary: 6; PAD4 FP inh: -3; GSTO1 counter: -1; TPT1 inhibitor: -2; GLD-1 TGE inh: 8; Fam108B inh: -2; MCL1 BIM primary: 2; MEX-5 binding: -0.3; PME-1 inh: 0

How did Cc1ccc(-c2csc(NC(=O)Cn3cnc4c3c(=O)n(C)c(=O)n4C)n2)cc1C do in these assays?
Bcl-xL primary: -2; PAD4 FP inh: -3; GSTO1 counter: 2; TPT1 inhibitor: -2; GLD-1 TGE inh: 0; Fam108B inh: -7; MCL1 BIM primary: -9; PME-1 inh: 0

How did O=S(=O)(Cc1ccccc1Cl)N1CCCCC1 do in these assays?
Bcl-xL primary: 1; PAD4 FP inh: -1; GSTO1 counter: 2; TPT1 inhibitor: -8; GLD-1 TGE inh: 2; Fam108B inh: 2; MCL1 BIM primary: 7; MEX-5 binding: -4.1; PME-1 inh: -6

What do the screens show for `CCC(C)NC(=O)CNC(=S)N(Cc1ccccc1)Cc1cccnc1` (configuration not stated)?
Bcl-xL primary: -1; PAD4 FP inh: 1; GSTO1 counter: 2; TPT1 inhibitor: 1; GLD-1 TGE inh: 3; Fam108B inh: -1; MCL1 BIM primary: 2; MEX-5 binding: 1.6; PME-1 inh: 7

How did O=C(Cn1nc(C(=O)O)c2ccccc2c1=O)Nc1cccc(Br)c1 do in these assays?
Bcl-xL primary: -5; PAD4 FP inh: -1; GSTO1 counter: 6; TPT1 inhibitor: -4; GLD-1 TGE inh: 3; Fam108B inh: 1; MCL1 BIM primary: 0; MEX-5 binding: -2.5; PME-1 inh: -3

How did O=C(Cc1ccccc1[N+](=O)[O-])NCc1ccncc1 do in these assays?
Bcl-xL primary: -2; PAD4 FP inh: 4; GSTO1 counter: 2; TPT1 inhibitor: 1; GLD-1 TGE inh: -2; Fam108B inh: 0; MCL1 BIM primary: 1; MEX-5 binding: 0.1; PME-1 inh: -1

How did CCCCC(=O)Nc1sc(C(=O)N(CC)CC)c(C)c1C(=O)OC do in these assays?
Bcl-xL primary: 4; PAD4 FP inh: -3; GSTO1 counter: 5; TPT1 inhibitor: -3; GLD-1 TGE inh: -4; Fam108B inh: -5; MCL1 BIM primary: 6; MEX-5 binding: -2.1; PME-1 inh: -2

Results for C=CCOc1ccc(/C(O)=C2/C(=O)C(=O)N(CCCN3CCOCC3)C2c2ccccc2)cc1 (configuration not stated) ?
Bcl-xL primary: 8; PAD4 FP inh: -2; GSTO1 counter: 6; TPT1 inhibitor: -2; GLD-1 TGE inh: -1; Fam108B inh: 2; MCL1 BIM primary: 8; MEX-5 binding: -0.2; PME-1 inh: -7

How did OCCN(Cc1ccccc1)C(=S)Nc1ccc(Cl)cc1Cl do in these assays?
Bcl-xL primary: 6; PAD4 FP inh: -5; GSTO1 counter: 14; TPT1 inhibitor: -2; GLD-1 TGE inh: 3; Fam108B inh: 1; MCL1 BIM primary: 6; MEX-5 binding: 0.3; PME-1 inh: -2

Results for COc1cccc(CNC(=O)c2ccc(C(=O)NCc3cccc(OC)c3)cc2)c1 ?
Bcl-xL primary: 6; PAD4 FP inh: 3; GSTO1 counter: 7; TPT1 inhibitor: 0; GLD-1 TGE inh: 5; Fam108B inh: 2; MCL1 BIM primary: 5; MEX-5 binding: 2.5; PME-1 inh: -4

Only part of the results is shown. The share of hits here may be higher or lower than overall.
